# RGS4 inh: Inhibitors of Regulator of G Protein Signaling (RGS) 4: qHTS. Potency, µM (highest dose often 114 µM), for the others: at the top dose activity change, negative = inhibition, hits mostly inhibitors. Regulator of G-protein signaling 4 (Homo sapiens), P49798. actives 0.039% (n = 390,000). Transcreener GDP fluorescence polarization, RGS4-accelerated GTP hydrolysis; note: potency is the fitted concentration of half-maximal effect; % is set by controls: 0 for no effect and ±100 for the full control effect; nearly all actives have a fitted effect of over 75% in size; some results filed as inactive show a strong effect at the top dose
# Target sequence (P49798 whole entry, looked up): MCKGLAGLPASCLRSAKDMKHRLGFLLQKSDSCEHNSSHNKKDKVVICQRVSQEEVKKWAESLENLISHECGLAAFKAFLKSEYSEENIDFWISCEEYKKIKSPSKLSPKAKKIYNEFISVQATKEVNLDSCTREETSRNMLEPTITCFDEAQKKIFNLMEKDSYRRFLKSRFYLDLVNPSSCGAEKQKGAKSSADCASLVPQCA
#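 MLSMR compounds (23 nl, pin-transferred) preincubated 10 min at room temperature with a 500nM (2x) first reagent, then RGS4 at 900nM (2x) plus Transcreener GDP mix added; fluorescence polarization (620/688 nm) read before and after 90 min at 30 °C.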
# USP1 inh: Inhibitors of USP1/UAF1: Primary Screen | Ubiquitin carboxyl-terminal hydrolase 1 (Homo sapiens), O94782 | recombinant USP1/UAF1, Ub-Rhodamine cleavage fluorescence | Potency, µM (top dose mostly 57.1 µM), without a hit: at the top dose activity change, negative = inhibition, most hits filed as inhibitors | actives 0.23% (n = 390,000) | AID 743255, 2014; note: potency is the fitted concentration of half-maximal effect; % is set by controls: 0 for no effect and ±100 for the full control effect; nearly all actives have a fitted effect of over 60% in size; inactives centre near -12
# Target sequence (O94782 whole entry, looked up): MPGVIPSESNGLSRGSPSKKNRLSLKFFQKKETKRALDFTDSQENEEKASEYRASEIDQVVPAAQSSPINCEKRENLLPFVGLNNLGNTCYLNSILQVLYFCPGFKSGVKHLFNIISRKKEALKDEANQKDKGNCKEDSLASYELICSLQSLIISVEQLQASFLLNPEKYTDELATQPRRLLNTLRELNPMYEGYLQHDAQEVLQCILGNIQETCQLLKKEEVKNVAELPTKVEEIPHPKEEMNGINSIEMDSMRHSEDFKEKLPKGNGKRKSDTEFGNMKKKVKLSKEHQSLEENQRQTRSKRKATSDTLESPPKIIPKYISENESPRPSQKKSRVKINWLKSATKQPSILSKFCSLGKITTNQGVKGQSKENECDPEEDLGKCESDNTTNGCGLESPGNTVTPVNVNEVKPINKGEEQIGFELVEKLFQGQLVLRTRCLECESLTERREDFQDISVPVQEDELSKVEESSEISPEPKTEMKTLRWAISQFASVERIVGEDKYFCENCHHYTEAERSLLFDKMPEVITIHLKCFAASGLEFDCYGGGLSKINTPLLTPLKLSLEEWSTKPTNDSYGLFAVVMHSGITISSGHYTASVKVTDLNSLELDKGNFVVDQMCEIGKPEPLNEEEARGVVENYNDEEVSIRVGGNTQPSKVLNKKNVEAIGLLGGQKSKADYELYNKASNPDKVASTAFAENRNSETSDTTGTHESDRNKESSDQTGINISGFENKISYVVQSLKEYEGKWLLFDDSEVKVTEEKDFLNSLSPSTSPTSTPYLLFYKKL
#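 USP1/UAF1 complex at 1 nM was preincubated with compound for 15 min at room temperature, then Ub-Rho substrate (150nM final) was added. Fluorescence (480/540 nm) was read kinetically, 6 reads every 60 seconds.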
# TrxR1 inh: qHTS Assay for Inhibitors of Mammalian Selenoprotein Thioredoxin Reductase 1 (TrxR1): qHTS. recombinant rTrxR1, NADPH fluorescence consumption, selenite substrate. Potency, µM (doses to about 114 µM), for the others: at the top dose activity change, negative = inhibition, actives largely listed as inhibitors. actives 1% (n = 390,000). AID 588453, 2011; note: potency is the fitted concentration of half-maximal effect; % is set by controls: 0 for no effect and ±100 for the full control effect; nearly all actives have a fitted effect of over 65% in size
#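 Rat TrxR1 (90 nM in the dispensed reagent) was pre-reduced with 400 uM NADPH for 5 min at room temperature, then incubated with compound for 15 min. After 400 uM selenite was added, NADPH fluorescence (Ex 340/Em 450 nm) was followed for 8 min.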
# Vif-APOBEC3F blk: qHTS for Inhibitors of Vif-A3F Interactions: qHTS; HeLa A3F-eYFP + Vif (tagged APOBEC3F with the HIV-1 protein that degrades it), YFP fluorescence increase; Potency, µM (top dose mostly 46.1 µM), for the others: at the highest dose activity, negative = active; actives 0.2% (n = 390,000); note: potency is the fitted concentration of half-maximal effect; % of control where 0% means no effect; nearly all actives have a fitted effect of over 65% in size
#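 HeLa cells stably expressing A3F-eYFP plus Vif, plated and incubated overnight at 37 deg C, then exposed to compounds overnight at 37 deg C. Blocked degradation read as raised yellow fluorescence (Ex 488/Em 500-530).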
# LDHA block: qHTS assay for inhibitors of human lactate dehydrogenase | purified LDHA, NADH/diaphorase-resazurin fluorescence; hits give low values | actives 0.15% (n = 480,000) | L-lactate dehydrogenase A chain (Homo sapiens), P00338 | activity change, % (values are at about 110 or 230 µM); in the data active = activity change below about -30%; inconclusive = mostly about -25% to -30%;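 note: plate controls were DMSO wells for no effect and wells without enzyme for full effect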
#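 Remaining NADH was detected by diaphorase (0.133 mg/mL) converting 37 µM resazurin to fluorescent resorufin, read at 0 and 20 minutes. The preceding 5-minute room-temperature reaction used 2 nM LDHA, 0.2 mM sodium pyruvate and 0.06 mM NADH at pH 7.4.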
# TrxR1 substrate: qHTS Assay for Substrates of Mammalian Selenoprotein Thioredoxin Reductase 1 (TrxR1): qHTS; actives 0.01% (n = 390,000); Potency, µM (titrated, usually from 114 µM), for the others: at the highest dose activity change, negative = substrate turnover; purified TrxR1 substrate turnover, NADPH consumption readout; Thioredoxin reductase 1, cytoplasmic (Rattus norvegicus), O89049; note: potency is the fitted concentration of half-maximal effect; % is set by controls: 0 for no effect and ±100 for the full control effect; nearly all actives have a fitted effect of over 50% in size
#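 Rat TrxR1, dispensed at 90 nM, was prereduced with 400 uM NADPH (final) for 5 min at ~22 deg C, then incubated with compound 15 min before 400 uM selenite. A first-read NADPH fluorescence drop versus no-compound background flagged substrates.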
# mIDH1 inhibitor: qHTS for Inhibitors of mutant isocitrate dehydrogenase 1 (IDH1): qHTS; Isocitrate dehydrogenase [NADP] cytoplasmic (Homo sapiens), O75874; IDH1-R132H enzyme, NADPH consumption, diaphorase/resazurin fluorescence; Potency, µM (titrated, usually from 76.6 µM), for the others: at the highest dose activity change, negative = inhibition, usual class: inhibitors; actives 0.093% (n = 390,000); AID 602179, 2012; note: potency is the fitted concentration of half-maximal effect; % is set by controls: 0 for no effect and ±100 for the full control effect; nearly all actives have a fitted effect of over 65% in size
#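 IDH1-R132H (0.5 ug/mL) preincubated 30 min with compound, then NADPH (0.016 mM) and alpha-KG (2 mM) added; 80 min at RT, pH 7.5. Remaining NADPH coupled via diaphorase/resazurin to fluorescence (540/590 nm); concentration-response curves normalized to no-enzyme control.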
# Vif-A3G inh: qHTS for Inhibitors of Vif-A3G Interactions: qHTS | HeLa A3G-eYFP + Vif (tagged APOBEC3G with the HIV-1 protein that degrades it), YFP fluorescence, overnight | DNA dC->dU-editing enzyme APOBEC-3G (Homo sapiens), Q9HC16 | Potency, µM (top dose mostly 46.1 µM), inactives show at the top dose activity, negative = active, hits mostly inhibitors | actives 0.076% (n = 410,000) | AID 602310, 2012;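 note: potency is the fitted concentration of half-maximal effect; % is set by controls: 0 for no effect and ±100 for the full control effect; nearly all actives have a fitted effect of over 60% in size; hits raise eYFP signal because A3G escapes Vif-driven loss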
#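 HeLa cells stably expressing Vif and C-terminally eYFP-tagged A3G, seeded overnight at 37 deg C, then exposed to compound by pintool overnight at 37 deg C. Rise in yellow fluorescence (Ex 488/Em 500-530, Acumen) marks blocked Vif-driven A3G degradation.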
# GRP78 ERSR act: qHTS for Inducers of the Endoplasmic Reticulum Stress Response (ERSR) in Human Glioma: qHTS | Potency, µM, without a hit: at the top dose activation, most hits filed as activators | U87-MG GRP78 promoter luciferase reporter, 16 h | actives 0.02% (n = 420,000); note: potency is the fitted concentration of half-maximal effect; series mostly up to about 76 µM; % of control where 0% means no effect; nearly all actives have a fitted effect of over 35% in size
#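 Stably transfected U87-MG human glioma cells carrying a GRP78-based luminescent sensor were seeded at 1000 cells/well, pin-dosed with compounds and incubated 16 h. Luciferase reagent was then added, and end-point luminescence was read after 10 min at room temperature.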
# Starred values were filed as active, the others as inactive; ? = inconclusive; nt = no result given; & = joins results of further samples; [ ] = dose if it differs, or a comment. Unless noted, calls come from the whole dose curve; as a rule, active = well fitted curve in the direction sought with a large enough effect; inconclusive = small, poorly fitted or top-dose-only effect, or another doubt; inactive = no such curve, though single readings can be large; an effect the other way counts as inactive or inconclusive. Not all compounds are listed; the hit share may differ from the screen's.
# Order of values: TrxR1 substrate	GRP78 ERSR act	Vif-APOBEC3F blk	USP1 inh	TrxR1 inh	LDHA block	mIDH1 inhibitor	RGS4 inh	Vif-A3G inh
1	COc1ccccc1NC(=O)CN1C(=O)NC2(CCCCCCC2)C1=O
    9.8%[57.1 µM]	0.4%	3.5%	-15.1%	5.6%	-8.9	0.5%	13.2%	-1.2%
2	O=S(=O)(c1ccc2ccccc2c1)N1CCN(S(=O)(=O)c2c(F)cccc2F)CC1
    8.3%[57.1 µM]	0.1%	-1.0%	nt	20.3%[57.1 µM]	-2.3&1.3&-3.4	nt	11.7%	-0.6%
3	CCn1c(O)c(N=NC(=S)NCC2CCCO2)c2ccccc21 (stereo not drawn)
    0.1%	-4.3%	-20.5%	-15.7%	4.4%	-1.8	1.8%	-2.3%	-6.8%
4	O=C1CN(S(=O)(=O)c2cccc(Cl)c2Cl)c2ccccc2N1
    0.5%	0.2%	1.8%	-20.0%	8.5%	0.0	1.9%	-30.2%	-5.4%
5	CCCCOCCCNC(=O)c1ccc(NC(C)=O)cc1
    5.7%[57.1 µM]	0.2%	-3.0%	-2.3%	15.9%[57.1 µM]	-0.4	3.2%	21.2%	1.8%
6	O=[N+]([O-])c1nn(-c2ccc3c(c2)OCCO3)n(O)c1=Nc1ccccc1
    -14.2%	-12.0%	9.9%	-18.5%	-23.5%	7.7	12.7%	-25.4%	-4.7%
7	COc1cc(NC(=O)C2CCN(S(=O)(=O)c3c(C)noc3/C=C/c3ccccc3F)CC2)cc(OC)c1OC
    2.3%[57.1 µM]	0.5%	6.9%	14.9%	8.6%[57.1 µM]	-2.8	2.4%	-37.7%	-4.8%
8	COc1cccc(OCc2nnc(SCC(=O)NNC(=O)C3CCCCC3)n2C)c1
    -4.4%[57.1 µM]	-1.9%	0.4%	-7.0%	10.2%	-11.9	6.4%	7.0%	-0.4%
9	CC(C)(C)OC(=O)NCCCC[C@@H](C(=O)NCCCCCCCCCCC(=O)N1CCN(C(=O)OC(C)(C)C)CC1)n1cc(CCO)nn1
    -10.7%	-3.7%	-0.5%	3.6%	1.2%	-4.8	3.5%	-8.3%	-7.6%
10	CCCn1c(NCc2ccco2)nc2ccccc21
    3.8%	-0.7%	-4.5%	-2.5%	0.7%	7.4	-2.3%	14.4%	0.2%
11	O=S(=O)(Nc1ccccc1N1CCOCC1)c1ccc(Cl)s1
    10.7%[57.1 µM]	-1.2%	-1.6%	1.2%	12.2%[57.1 µM]	-3.8	13.1%	15.4%	0.3%
12	CCC(C)[C@H](NC(=O)N1CC(=O)Nc2ccccc21)C(=O)Nc1ccccc1C (stereo partly drawn)
    -5.3%	-2.5%	5.4%	-24.4%	11.4%	-7.0	4.8%	18.2%	?
13	Cc1cccc(C(=O)Nc2nnc(S(=O)(=O)N3CCCc4ccccc43)s2)c1
    11.0%[11.4 µM]	-1.8%	-29.4%	-9.9%	13.3%	-5.4	46.1%[activator]	19.7%	-3.9%
14	O=C(O)c1nnsc1-c1csnn1
    1.8%	-2.1%	14.0%	-8.4%	-4.4%	-12.2	0.3%	-16.2%	-2.5%
15	O=C(NCCc1ccccc1)C1CCC(Cn2c(=O)c3ccccc3n(Cc3cccc(Cl)c3)c2=O)CC1 (stereo not drawn)
    0.8%	-0.3%	-12.1%	-7.0%	20.9%	-4.5	5.2%	10.6%	1.6%
16	COc1ccc(Cn2c(C)nc3ccc([N+](=O)[O-])cc3c2=O)cc1
    -6.4%	-0.4%	-2.7%	-20.2%	13.1%	3.3	9.7%	-36.0%	-1.1%
17	Cc1ccc2nnnc(-c3ccccc3)c2c1
    -5.9%	-2.5%	-0.2%	-20.3%	-3.6%	-4.4	2.3%	8.5%	-0.8%
18	CCOC(=O)c1ccc(NC(=O)Cn2c(=O)cc(C(F)(F)F)c3c(C)nn(C)c32)cc1
    0.4%[57.1 µM]	-1.4%	2.2%	-26.4%	4.7%[57.1 µM]	0.6	-1.6%	2.5%	1.4%
19	Cc1cc(C)cc(NC(=O)CCS(=O)(=O)c2ccc3nc(C)sc3c2)c1
    -1.8%	-3.7%	5.1%	6.3%	9.1%	-15.0	26.9%	6.7%	-5.1%
20	Cc1cc([N+](=O)[O-])ccc1NC(=S)NC(=O)Cc1ccccc1
    -5.1%	6.8%	2.8%	-22.0%	?	-2.4	-4.9%	-2.4%[11.4 µM]	-5.5%
21	O=C(CSc1ncccn1)NCc1ccc(F)cc1
    -1.3%	-0.6%	4.5%	-15.1%	2.4%	-0.9	0.5%	-44.0%	2.8%
22	Cc1csc(CNc2ncnc3ccc(-c4cccnc4)cc23)c1
    6.6%	-3.0%	-0.9%	nt	-2.2%	-2.4	nt	0.8%	-13.6%
23	O=C(OCC(=O)N1CCCc2ccccc21)c1ccc(Cl)nc1
    -4.7%	-3.9%	1.8%	-16.6%	10.1%	-3.4	2.4%	-21.7%	3.2%
24	Cc1ccc(N2CC(=O)N(NC(=O)Nc3ccc(Cl)c(Cl)c3)CC2=O)cc1
    -1.7%[57.1 µM]	-3.2%	5.3%	1.1%	-9.7%[57.1 µM]	-4.7	0.4%	-14.1%	0.4%
25	CCn1c2ccccc2c2cc(C#N)c(N)nc21
    40.1%[activator]	-3.6%	1.9%	-15.1%	43.3%[activator]	-8.2	2.0%	10.8%	-6.6%
26	CCCCCCc1cc2cc(C(=O)OCC)c(=O)oc2cc1O
    140.3%[activator]	-1.9%	8.4%	2.5%	?	-11.0	2.3%	33.6%	0.4%
27	COC(=O)CNC(=O)c1ccccc1[N+](=O)[O-]
    8.6%	-3.6%	-4.1%	0.0%	7.1%	-2.4	1.9%	28.3%	1.3%
28	N#CCCN(C(=O)COC(=O)c1cc(S(=O)(=O)N2CCOCC2)ccc1Cl)c1ccc(F)cc1
    -7.5%	-1.6%	2.1%	-14.0%	-8.6%	-5.2	2.7%	4.3%	0.5%
29	CCN(CCCNC(=O)CC(C(=O)N1CCc2ccccc21)n1ccnc1)c1cccc(C)c1 (stereo not drawn)
    -1.3%	-2.4%	1.6%	-14.2%	8.9%	10.7	0.9%	-20.3%	-1.1%
30	Cc1cc(C)c(OCC(=O)OCC(=O)NC2CCCCCCC2)c(C)c1
    -5.8%	1.6%	-12.3%	-13.8%	10.3%	3.6	-3.0%	18.9%	-0.6%
31	COC(=O)c1sccc1OCc1cccc(OC)c1
    -2.3%	0.2%	-7.8%	-10.1%	15.7%	-6.6	7.2%	2.1%	0.9%
32	COCCNc1oc(-c2ccccc2)nc1S(=O)(=O)c1ccc(Br)cc1
    7.5%[57.1 µM]	1.4%	-5.8%	-15.3%	29.5%[57.1 µM]	-1.2	-1.6%	7.5%	-11.6%
33	CCn1c(SCC(=O)NCc2cccs2)nc2c1c(=O)n(C)c(=O)n2C
    2.4%[57.1 µM]	-3.7%	-1.7%	6.1%	21.3%[57.1 µM]	3.4	3.3%	-9.3%	-1.5%
34	CCC1(C)NC(=O)N(CC(=O)Nc2sc3c(c2C(=O)OC)CCCCC3)C1=O (stereo not drawn)
    -6.0%	1.2%	-4.0%	-11.1%	17.5%[57.1 µM]	-0.4	0.3%	-1.5%	-4.9%
35	C=CCn1c2ccccc2c2nnc(SC(CC)C(=O)Nc3sc4c(c3C#N)CCCC4)nc21 (stereo not drawn)
    -1.5%	-2.6%	nt	-4.4%	8.5%	3.6	-2.5%	1.9%	-15.6%
36	CCOc1ccc(CNC(=S)N/N=C\c2ccc([N+](=O)[O-])cc2)cc1
    -1.7%	-0.6%	?	-14.0%	-9.1%	-2.1	7.8%	-31.7%	1.0%
37	[O-][n+]1onc2c3ccnnc3ccc21
    -14.1%	1.1%	-13.1%	-9.3%	-5.4%[57.1 µM]	0.6	0.1%	-17.6%	0.1%
38	O=[N+]([O-])c1cc(C(F)(F)F)ccc1NN=C1CCCC1
    -1.5%[57.1 µM]	-2.4%	5.2%	-7.2%	6.0%	-6.8	16.6%	6.5%	-4.3%
39	Cc1oc2c(c1C(=O)NCc1cccc(Br)c1)C1=NCCN1C=N2
    6.8%[57.1 µM]	-3.5%	-0.7%	-10.8%	13.6%[57.1 µM]	4.7	18.8%	-27.9%	4.5%
40	CCOC1C(=O)NC(=O)N1Cc1ccccc1 (stereo not drawn)
    -1.0%	-3.7%	-0.6%	-7.9%	24.1%	-10.7	5.4%	-10.7%	1.4%
